High-throughput results: PubChem BioAssay, several laboratories
Diaph inh CS – counter-screen for diaphorase-based assays: diaphorase inhibitors and chemical oxidizers. diaphorase resazurin-to-resorufin fluorescence, NADH, 16 min; bacterial (C. kluyveri) enzyme, not human. inhibition, % at 20 µM. 190,000 compounds, 0.69% hits;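 active = primary screen inhibition at 20 µM above a set limit, cut at about 50% in these data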;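 note: plate controls were DMSO with full reaction for no effect and wells lacking NADH for full effect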
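Test system: diaphorase enzyme from Clostridium kluyveri; amount: diaphorase at 0.14 U/mL in enzyme working solution; detection: fluorescence of resorufin formed from resazurin, Ex 544/Em 590 nm; times: reaction incubation of 16 min at room temperature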
G6PDH counter – inhibits Leuconostoc G6PDH, flagging false hits in G6PDH-based assays | Purified L. mesenteroides G6PDH, diaphorase/resazurin coupled fluorescence, 45 min | 200,000 compounds, 0.12% hits | AID 1020 | inhibition, % at 5 µM
DTT redox prof – compounds producing H2O2 with reducing agent – biochemical, NIH compound library profiling, artefact control for MLSCN library redox annotation, primary screen; activation, % at 10 µM; DTT-dependent redox cycling H2O2, phenol red/HRP absorbance; 100% = 100 µM peroxide control, 0% = buffer; 200,000 compounds, 0.03% hits;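 active = activation of at least 50% relative to the plate's high and low controls in the primary single-dose screen; inactive = activation below 50%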;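 note: compound incubated with DTT at 0.8 mM final as the reducing agent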
PMI act satM6P – activators of human phosphomannose isomerase at near-saturating mannose 6-phosphate | P34949 | coupled PMI enzyme assay, resazurin fluorescence, 20 min; active compounds read high; 1 = untreated enzyme, 0 = substrate-free blank | activation factor at 20 µM | 190,000 compounds, 0.34% hits;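 active = activation factor of 2 or more at 20 µM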
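Test system: human phosphomannose isomerase with PGI, G6PDH, diaphorase coupling enzymes / Doses: 20 µM compound, 1% DMSO / Times: enzyme reaction with compound 20 min at room temperature / Measured by: Diaphorase-driven resazurin-to-resorufin fluorescence, excitation 544, emission 590 nm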
TLR4-MyD88 BLA – TLR4-MyD88 interaction inhibition in cells | HeLa CL3-4 TLR4/MyD88 BLA complementation, FRET ratio | inhibition, % at 8.4 µM | 200,000 compounds, 0.18% hits | AID 861; in the data active = inhibition above about 25%;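 note: 0% = vehicle and 100% = reference inhibitor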
Target sequence (O00206 whole entry, looked up): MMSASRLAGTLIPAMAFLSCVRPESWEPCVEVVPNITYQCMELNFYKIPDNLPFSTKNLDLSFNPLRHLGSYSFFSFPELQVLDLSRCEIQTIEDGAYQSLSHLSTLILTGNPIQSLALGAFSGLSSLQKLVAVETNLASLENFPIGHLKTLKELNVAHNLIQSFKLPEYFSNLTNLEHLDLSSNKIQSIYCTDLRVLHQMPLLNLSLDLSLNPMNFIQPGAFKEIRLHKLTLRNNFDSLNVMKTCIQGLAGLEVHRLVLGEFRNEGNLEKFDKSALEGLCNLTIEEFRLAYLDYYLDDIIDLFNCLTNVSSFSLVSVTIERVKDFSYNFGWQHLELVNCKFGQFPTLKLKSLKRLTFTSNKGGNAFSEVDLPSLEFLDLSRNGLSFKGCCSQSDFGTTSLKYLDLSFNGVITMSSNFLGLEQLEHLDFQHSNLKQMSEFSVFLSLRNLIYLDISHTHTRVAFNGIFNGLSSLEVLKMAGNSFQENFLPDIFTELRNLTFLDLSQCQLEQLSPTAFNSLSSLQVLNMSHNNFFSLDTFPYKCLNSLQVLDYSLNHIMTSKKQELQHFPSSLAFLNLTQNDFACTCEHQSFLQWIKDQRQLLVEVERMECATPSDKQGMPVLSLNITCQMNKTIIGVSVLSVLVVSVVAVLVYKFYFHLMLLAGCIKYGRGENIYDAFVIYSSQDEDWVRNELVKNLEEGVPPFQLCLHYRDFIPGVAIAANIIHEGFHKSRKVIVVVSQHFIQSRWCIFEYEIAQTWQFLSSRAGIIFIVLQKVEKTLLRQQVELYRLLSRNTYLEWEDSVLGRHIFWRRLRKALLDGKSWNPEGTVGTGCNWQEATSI
Target sequence (Q99836 whole entry, looked up): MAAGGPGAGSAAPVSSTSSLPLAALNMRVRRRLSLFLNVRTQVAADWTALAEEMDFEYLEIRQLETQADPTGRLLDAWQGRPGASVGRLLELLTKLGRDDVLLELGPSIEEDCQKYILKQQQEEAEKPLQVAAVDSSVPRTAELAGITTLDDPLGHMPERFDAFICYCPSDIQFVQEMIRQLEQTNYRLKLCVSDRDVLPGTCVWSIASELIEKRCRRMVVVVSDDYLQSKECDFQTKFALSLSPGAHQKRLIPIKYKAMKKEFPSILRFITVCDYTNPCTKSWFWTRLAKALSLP
Diaph act CS – counter-screen for diaphorase-based assays: diaphorase activators and chemical reducers | Diaphorase/resazurin coupled assay, resorufin fluorescence, 16 min; active compounds read high; 1 = vehicle wells, 0 = NADH-free wells | activation factor at 20 µM | 190,000 compounds, 0.005% hits | AID 1229;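 active = diaphorase activity raised at least twofold by the compound at 20 µM; inactive = activation factor below 2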
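Assay system: bacterial diaphorase enzyme (C. kluyveri) / Input: enzyme 0.07 U/mL final / Medium: 50 mM HEPES pH 7.4 with 4.542 mM MgCl2, 0.005% Tween 20 / Doses: single compound dose of 20 µM, 1% DMSO final / Incubation: 16 min enzyme reaction, ambient temperature / Signal: fluorescence, excitation 544 nm and emission 590 nm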
Hsp70 activator – transcriptional activators of Hsp70; 200,000 compounds, 0.04% hits; activation, % at 10 µM; HeLa Hsp70 promoter luciferase reporter, luminescence; scaled: vehicle 0, proteasome-inhibitor control 100%;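 active = activation above the mean across all tested compounds plus 3 SD, cutoff set per campaign, cut at about 5.5% in these data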;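 note: 100% = MG132 at 30 µM as the positive control and 0% = DMSO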
S1P3 antag – S1P3 (human) receptor antagonism; Q99500; CHO S1P3 NFAT-BLA reporter, FRET fluorescence, antagonist mode; inhibition, % at 4.98 µM; 170,000 compounds, 0.27% hits; AID 485;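 active = inhibition above the plate cutoff, the mean inhibition of test wells on that plate plus 3 SD, cut at about 28% in these data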;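 note: cells challenged with S1P at its EC80 of 0.8 µM; blue over green emission ratio from cleaved BLA substrate after 4 h stimulation; 0% = S1P-stimulated wells and 100% = unstimulated DMSO-only wells; some compounds past the cut are filed as inactive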
Lmaj promast – reduces viability of Leishmania major promastigotes; inhibition, % at 10 µM; 200,000 compounds, 9% hits; resazurin fluorescence viability; AID 1063;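 note: promastigotes grown with compound for 44 hours at 28 °C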
PMI act – phosphomannose isomerase (human) activation | activation factor at 20 µM | P34949 | 190,000 compounds, 0.005% hits | AID 1214 | purified human PMI, coupled resazurin fluorescence, 20 min; active compounds read high; 1 = vehicle control, 0 substrate-free wells;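 active = activation factor of 2 or more at 20 µM, relative to plate controls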
RAM network inh – blocks the yeast RAM network | S. cerevisiae dse1pr::URA3 reporter, 5-FOA growth OD615, 2 d; analog-sensitive cbk1-as2 kinase mutant strain | inhibition, % at 50 µM | 190,000 compounds, 1.8% hits;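 active = inhibition above a set limit, 3 SD over mean compound inhibition, cut at about 8.4% in these data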;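 note: 0% = DMSO-only wells with no growth and 100% = 10 µM 1-NA-PP1 full growth; inhibition rescues growth on 5-FOA so higher OD means more RAM inhibition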
Starred values were filed as active, the others as inactive; / = no result given. Cut-off read from the data, not from the text of the source, unless noted: active = inhibition above about 50%; inactive = the rest.

SMILES	Diaph inh CS	G6PDH counter	DTT redox prof	PMI act satM6P	TLR4-MyD88 BLA	Diaph act CS	Hsp70 activator	S1P3 antag	Lmaj promast	PMI act	RAM network inh
Cc1nnc(SCC(=O)c2c(N)n(Cc3ccccc3)c(=O)n(C)c2=O)n1C	9	-1	-0.3	1	1	0.9	-0.4	-10	-7	1	0.1
CCOc1ccccc1NC(=O)/C(C#N)=C/c1c(C)nn(-c2ccccc2)c1Cl	15	-2	0.0	1	-5	0.9	-0.5	3	82*	1	5.6
N#Cc1c(/N=C/c2ccco2)sc2c1CCCCC2	26	-3	2.3	0.9	-5	0.7	0.1	30	-7	1	0.4
O=C(c1ccc(Cl)c(S(=O)(=O)NCc2ccco2)c1)N1CCN(c2ccc(F)cc2)CC1	23	2	0.1	1	9	0.8	-0.5	/	1	0.9	1.4
COC(=O)Cn1c(=O)cnc2ccccc21	8	1	-0.4	1	3	0.9	0.7	11	-8	1.1	-1.4
Cc1ocnc1C(=O)Nc1ccc(Cl)cc1	8	-3	0.0	0.9	-15	0.9	0.4	-2	-5	1	1.7
COCCCNC(=O)c1c(N)n(-c2ccc(S(N)(=O)=O)cc2)c2nc3ccccc3nc12	16	8	1.3	0.6	-3	0.8	-0.2	/	-3	0.9	6.7
CCOc1ccc(NC(=O)CSc2nc3c(c(=O)n2C)SC(C)C3)cc1 (stereo unspecified)	10	-35	-0.1	1	3	0.9	0.1	19	-5	1	4.8
CCN(CC)C(=O)[C@]1(c2ccccc2)C[C@@H]1CN	6	6	/	1	/	0.9	-0.1	-3	/	1	/
CC12C(=O)N(CCC(=O)O)C(=O)C1C1C=CC2C1 (stereo unspecified)	4	46	-0.5	1	-10	1	0.2	-8	0	1	2.1
Cc1nnc(SCC(=O)NCc2ccc(Cl)cc2)[nH]c1=O	20	3	0.0	0.9	-8	0.8	-0.4	-6	-5	0.9	1.8
CC(C)(C)OC(=O)N1CCC[C@H]1c1nnc(SCc2c(Cl)cccc2Cl)o1	25	-2	-0.4	0.8	-4	0.7	-0.4	16	41	0.9	2.8
C/C(=N\Nc1nc(-c2cc(C)ccc2C)cs1)c1cc2ccccc2oc1=O	20	-18	0.4	1	-5	0.8	-0.4	-10	-6	0.9	0.0
CCCN1CCC(NC(=S)Nc2cccc(Cl)c2Cl)CC1	-2	3	0.0	1.1	-16	1	-0.2	-5	82*	1	3.5
COc1ccc(Cc2noc(CN(C)Cc3cccc(-n4cccn4)c3)n2)cc1OC	12	14	-1.6	0.9	-3	0.9	-0.3	-9	0	0.8	0.5
C=CCN=C1CC(C)(C)CC(=O)/C1=C(\O)c1ccccc1	9	7	1.3	1	-8	0.9	-0.4	/	-2	1	0.4
Cc1nnc(SCc2cccc([N+](=O)[O-])c2)o1	5	10	-0.4	1.1	-11	0.9	0.1	-3	-7	1	1.6
CC(C)c1ccc(C(=O)CSc2ncn[nH]2)cc1	18	8	-0.4	0.5	8	0.8	0.0	-15	-6	0.2	0.2
COc1ccc(CC2(CO)CCN(Cc3cnn(-c4ccccc4)c3)CC2)cc1	17	6	-0.8	0.9	17	0.8	-0.3	-15	87*	1	0.8
O=C(Nc1nnc(SCC(=O)N2CCOCC2)s1)c1ccccc1Cl	-5	21	1.4	1	-8	1	-0.2	/	-6	1	0.9
CCC(C)C1C(C#N)=C(N)OC2=C1C(=O)CC(C)(C)C2 (stereo unspecified)	2	2	-2.7	1	-9	1	-0.2	12	-2	0.9	1.9
O=C(NC1CCCCC1)C(c1ccncc1)N(Cc1ccc2c(c1)OCO2)C(=O)C(F)(F)F (stereo unspecified)	23	1	-0.6	0.7	6	0.8	-0.1	/	6	0.9	1.1
c1ccc(Oc2nnc(-c3cccs3)c3ccccc23)cc1	14	11	0.0	1	-4	0.9	-0.2	-14	1	1.1	3.2
COc1ccccc1Nc1nc(C2(C)CCC(=O)O2)cs1 (stereo unspecified)	15	18	2.0	0.9	5	0.9	0.3	20	12	0.9	-0.3
COCCNCCCCOc1ccc(C)cc1[N+](=O)[O-]	13	20	0.6	1	-7	0.9	-0.3	12	74*	0.8	0.5
CCOc1ccc(CN2CCN(C3CCSCC3)CC2CCO)cc1 (stereo unspecified)	8	4	-0.5	1	-7	0.9	0.2	-7	73*	1	-1.8
COc1cccc(C2=NOC(C(=O)Nc3cc(C)nn3-c3ccccc3)C2)c1OC (stereo unspecified)	7	15	-0.2	1	-11	0.9	-0.1	-14	-4	1	0.6
COc1ccc(C(=O)COC(=O)[C@H](C)Nc2ccc(C(F)(F)F)cc2[N+](=O)[O-])c(OC)c1	21	2	-3.2	0.9	-4	0.8	0.1	/	-5	0.9	3.0
O=C(CSc1cnc2ccccc2n1)c1ccc(F)cc1	9	16	-0.4	1	0	0.9	-0.3	1	-1	1.1	1.8
COc1ccc(C(=O)NNC(=S)NC(=O)c2cccnc2)cc1	38	13	-1.5	1	-12	0.6	-0.1	-25	12	0.9	1.1
CCCOc1ccc(NC(=O)CC2C(=O)N(C)C(=S)N2Cc2cccs2)cc1 (stereo unspecified)	4	7	0.8	0.9	3	1	-0.2	/	8	1	1.2
COc1ccc(NC(=O)C2CSC3c4ccccc4C(=O)N23)cc1 (stereo unspecified)	12	-14	0.5	0.9	2	0.9	0.1	/	-2	1	0.3
CC12COC3(C(=O)Nc4ccccc4F)CC1CCC32C (stereo unspecified)	2	4	-0.6	1.1	-2	1	-0.5	2	4	1	1.1
COc1ccc(C(c2c(O)cc(C)oc2=O)c2c(O)cc(C)oc2=O)cc1	15	-13	-2.1	0.9	-23	0.8	-0.3	/	-5	0.9	1.4
CCOC(=O)c1nc[nH]c1C	12	-6	-16	1	-8	0.9	0.6	/	-5	1	1.1
CCCC(c1nnnn1Cc1ccc(OC)cc1)N1CCN(c2ccccc2)CC1 (stereo unspecified)	14	5	-2.6	0.9	11	0.9	-0.4	6	43	0.9	2.1
CC(=O)Nc1ccc(S(=O)(=O)N2CCN(c3cc(C)nc4ncnn34)CC2)cc1	5	8	9.0	1	-5	1	-0.4	8	-6	1	1.7
C=CCn1c(=O)c2ccccc2n2c(SCC(=O)c3ccccc3)nnc12	24	3	-0.4	1	3	0.8	0.2	3	18	1	0.8
S=C(NCc1ccco1)NC1CCCc2ccccc21 (stereo unspecified)	6	6	-1.9	1.1	-2	0.9	-0.1	13	7	1	1.5
O=C(CSc1ncnc2ccccc12)NCC(=O)c1ccccc1	-4	3	0.4	1.1	4	1	-0.2	1	4	1	6.2
NC(=O)c1ccsc1NC(=O)C1CCCCC1	11	-3	-0.2	1	-4	0.9	-0.2	-12	-2	1	1.1
O=C(NCc1cccnc1)c1ccc(Cl)cc1[N+](=O)[O-]	10	-12	1.2	0.8	-9	0.9	0.2	/	-6	0.9	-0.8
Cc1ccc(CS(=O)(=O)CCC(=O)NCCCN2CCCC2)cc1	3	7	-0.4	0.7	-21	1	-0.2	82*	-6	1	4.8

For reference, part of the list above:
SMILES	Diaph inh CS	G6PDH counter	DTT redox prof	PMI act satM6P	TLR4-MyD88 BLA	Diaph act CS	Hsp70 activator	S1P3 antag	Lmaj promast	PMI act	RAM network inh
S=C(NCc1ccco1)NC1CCCc2ccccc21 (stereo unspecified)	6	6	-1.9	1.1	-2	0.9	-0.1	13	7	1	1.5
O=C(CSc1ncnc2ccccc12)NCC(=O)c1ccccc1	-4	3	0.4	1.1	4	1	-0.2	1	4	1	6.2
NC(=O)c1ccsc1NC(=O)C1CCCCC1	11	-3	-0.2	1	-4	0.9	-0.2	-12	-2	1	1.1
O=C(NCc1cccnc1)c1ccc(Cl)cc1[N+](=O)[O-]	10	-12	1.2	0.8	-9	0.9	0.2	/	-6	0.9	-0.8
Cc1ccc(CS(=O)(=O)CCC(=O)NCCCN2CCCC2)cc1	3	7	-0.4	0.7	-21	1	-0.2	82*	-6	1	4.8

Reprinted at random: 2 compounds from above, in no set order.
SMILES	Diaph inh CS	G6PDH counter	DTT redox prof	PMI act satM6P	TLR4-MyD88 BLA	Diaph act CS	Hsp70 activator	S1P3 antag	Lmaj promast	PMI act	RAM network inh
CC(=O)Nc1ccc(S(=O)(=O)N2CCN(c3cc(C)nc4ncnn34)CC2)cc1	5	8	9.0	1	-5	1	-0.4	8	-6	1	1.7
c1ccc(Oc2nnc(-c3cccs3)c3ccccc23)cc1	14	11	0.0	1	-4	0.9	-0.2	-14	1	1.1	3.2
